# From PubChem BioAssay
# N370S GC mod = inhibitors or activators of N370S glucocerebrosidase for Gaucher disease. P04062. N370S GC spleen homogenate, 4MU-glucoside fluorescence. Potency, µM (top dose mostly 59.4 µM), for the others: at the highest dose activity change, negative = inhibition, actives largely listed as inhibitors. hit rate 0.092% among 330,000;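 also: 0% = full enzyme activity and -100% = no enzyme basal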
# TDP1 block = inhibitors of human tyrosyl-DNA phosphodiesterase TDP1; Q9NUW8; recombinant TDP1, AlphaScreen DNA substrate cleavage; Potency, µM (doses to about 130 µM), for inactives: at the top dose activity change, negative = inhibition, actives largely listed as inhibitors; hit rate 0.28% among 350,000; AID 485290; also: nearly all actives have a fitted effect of over 40% in size
# Target sequence (Q9NUW8 whole entry, looked up): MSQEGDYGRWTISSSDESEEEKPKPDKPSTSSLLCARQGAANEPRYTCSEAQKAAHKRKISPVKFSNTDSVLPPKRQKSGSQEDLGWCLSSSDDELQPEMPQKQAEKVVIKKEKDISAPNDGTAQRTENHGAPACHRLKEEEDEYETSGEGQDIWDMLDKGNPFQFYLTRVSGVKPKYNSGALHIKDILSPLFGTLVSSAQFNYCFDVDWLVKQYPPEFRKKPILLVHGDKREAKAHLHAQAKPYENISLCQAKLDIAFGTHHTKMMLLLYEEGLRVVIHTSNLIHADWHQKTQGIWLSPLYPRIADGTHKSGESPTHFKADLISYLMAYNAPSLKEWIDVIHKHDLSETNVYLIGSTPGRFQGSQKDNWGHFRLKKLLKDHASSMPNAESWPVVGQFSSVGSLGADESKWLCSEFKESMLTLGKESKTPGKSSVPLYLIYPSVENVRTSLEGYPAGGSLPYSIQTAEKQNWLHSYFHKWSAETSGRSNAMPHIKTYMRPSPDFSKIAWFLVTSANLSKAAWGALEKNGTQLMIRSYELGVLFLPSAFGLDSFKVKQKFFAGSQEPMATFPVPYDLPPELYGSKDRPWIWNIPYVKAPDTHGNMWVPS
#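 Signal: AlphaScreen proximity between streptavidin donor and anti-FITC acceptor beads on intact substrate. Reaction: Tdp1 1 nM, substrate 15 nM final, 5 min RT after 15 min compound preincubation.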
# TDP1 cell noCPT = qHTS for Inhibitors of human tyrosyl-DNA phosphodiesterase 1 (TDP1): qHTS in cells in absence of CPT; DT40 Tdp1-/- hTDP1 cells, no CPT, ATP luminescence, 48 h; Potency, µM (series often up to 46.2 µM), without a hit: at the top dose activity change, negative = growth inhibition, most hits filed as inhibitors; hit rate 15% among 420,000; AID 686978, 2013; also: nearly all actives have a fitted effect of over 55% in size
#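 Growth of hTDP1-complemented DT40 Tdp1-knockout cells is measured by ATP luminescence after at least 48 hr compound exposure at 37 °C, with DMSO substituting for the 20 nM CPT used in the parallel screen.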
# An asterisk follows results filed as active; ? = inconclusive; · = no result given; & = joins results of further samples; [ ] = remark or other dose. Calls follow the shape of the dose curve; as a rule, active = well fitted curve in the direction sought with a large enough effect; inconclusive = small, poorly fitted or top-dose-only effect, or another doubt; inactive = no such curve, though single readings can be large; an effect the other way counts as inactive or inconclusive. Unless noted, % is scaled to controls: 0 for no effect and ±100 for the full control effect; potency is read from the fitted curve at half-maximal effect. A portion of the library (hit frequency here may not be typical).
# The line under a structure holds: N370S GC mod	TDP1 block	TDP1 cell noCPT
CC(=O)c1ccc(OCc2cc(C(=O)N3CC[C@@H]4CCCC[C@H]4C3)no2)cc1
→ 3%	-2%	16µM*
CC(C)(C)c1ccc(C(=O)NCc2nnc(SCC(=O)NCc3ccco3)o2)cc1
→ -8%	4%	13%
CC(C)(C)c1cc(S(=O)(=O)CCc2ccccn2)cc(C(C)(C)C)c1F
→ -7%	3%	15µM*
N#Cc1c(-c2ccc(Cl)cc2)c(C#N)c(=O)n(N)c1N
→ 5%	7%	29µM*
O=c1c(-c2ccccc2)nc2cnc(N3CCOCC3)nc2n1C[C@H]1CCCO1
→ 9%	·	12%
COC(=O)[C@H](CC(C)C)N(Cc1ccccc1)S(=O)(=O)N(Cc1ccccc1)[C@@H](CC(C)C)C(=O)OC
→ ·	0%	12µM*
CN1CCN(c2ccc([N+](=O)[O-])cc2NC(=O)c2ccccc2)CC1
→ -3%	2%	-12%
CCOC(=O)c1sc(=S)n2c1[nH]c(=O)c1ccc(C(=O)OC)cc12
→ -7%	5%	5.8µM*
CCOc1ccc(C2NC(=O)CCC2[N+](=O)[O-])cc1 (stereo not given)
→ 1%	·	-5%
CCc1ccc(Nc2n[n+](-c3ccccc3)c(-c3cccc(Cl)c3Cl)s2)cc1
→ ?	-10%	16µM*
COC(=O)c1sccc1S(=O)(=O)N1CCN(c2ccc(C)cc2C)CC1
→ ·	3%	23µM*
CCN1CCN(/C=N/c2nc(C)cs2)CC1
→ 4%	8%	1%
CC(=O)c1cccc(NC(=O)N[C@@H](CC(C)C)C(=O)O)c1
→ -13%	-3%	2%
O=C(NNC(=O)c1ccc(Cl)cc1Cl)c1csc(-c2cccnc2)n1
→ -5%	·	?
CS(=O)(=O)N1CCC2(CCN(Cc3nccs3)CC2)CC1
→ -11%	·	-11%
Cc1ccc(N=C(c2cccs2)N2CCOCC2)cc1
→ 13%	2%	-19%
O=Cc1ccc2ccc3cccnc3c2n1
→ -3%	·	3.3µM*
COc1cc(-c2nc3cccc(C)n3c2NCC2CCCO2)ccc1O (stereo not given)
→ 2%	4%	?
CC1CCCCC12NC(=O)N(CC(=O)NNC(=O)c1ccc(Br)cc1)C2=O (stereo not given)
→ ·	1%	-11%
N=C1/C(=C/c2cccn2-c2cccc([N+](=O)[O-])c2)C(=O)N=C2SC=CN12
→ 6%	1%	·
CCc1ccc(Nc2nc(C)cc(C)n2)cc1
→ -18%	1%	?
Cc1ccc(C(C)(C)C)cc1S(=O)(=O)Nc1cccc(C(=O)N2CCN(c3ccccn3)CC2)c1
→ -16%	·	16µM*
COc1ccc(-n2ncc3c2ncn2nc(COc4ccc(Cl)cc4)nc32)cc1
→ ·	5%	5%
O=C1CSC(c2ccncc2)N1Cc1ccc(F)cc1 (stereo not given)
→ -4%	4%	-15%
O=C(COC(=O)C1c2ccccc2Oc2ccccc21)Nc1ccc2c(c1)OCO2
→ 11%	8%	-28%
Clc1ccc(-c2nc3ncccn3c2Cl)cc1
→ 13%	3%	1%
CCCNC(=O)c1nnsc1Sc1ccc(Cl)cc1
→ 11%	0%	-24%
CCOC(=O)c1c(N)sc(C(=O)Nc2ccccc2)c1C
→ 1%	5%	18µM*
CC(=O)c1cccc(NC(=O)CCn2c(=S)oc3ccccc32)c1
→ 9%	·	-7%
CCC(=O)N1CCc2cc(Br)cc(S(=O)(=O)N3CCCC(C(=O)Nc4ccc(OC)c(Cl)c4)C3)c21 (stereo not given)
→ ·	0%	?
CC(C)(C)NC(=O)C1Cc2ccccc2CN1 (stereo not given)
→ 12%	6%	-6%
CCOC(=O)c1c(S(=O)(=O)N2CCCC(C(=O)Nc3cc(C)ccn3)C2)c(C)n(C)c1C (stereo not given)
→ ·	7%	-22%
c1ccc(-c2nnc3sc(Cc4cccs4)nn23)cc1
→ 4%	5%	-21%
Cc1c(C(=O)NCc2ccccn2)oc2ccc(S(=O)(=O)N3CCOCC3)cc12
→ -3%	2%	-16%
CN(C)S(=O)(=O)c1ccc(C(=O)NCCS(=O)(=O)N2CCN(c3ccc(F)cc3)CC2)cc1
→ 0%	4%	-9%
COc1ccc(/C=N/n2c(-c3ccc(C)cc3)n[nH]c2=S)cc1OC
→ -11%	1%	?
Fc1ccc(C(CCCn2nnc(-c3cccnc3)n2)c2ccc(F)cc2)cc1
→ 16%	-7%	21µM*
O=[N+]([O-])c1cc(S(=O)(=O)Nc2ccccc2)ccc1-n1nnc2ccccc21
→ -12%	9%	-9%
COc1ccc(/C=N/NC(=O)CCn2nc(C)cc2C)cc1
→ 15%	-1%	-13%
O=C(CNC(=O)c1ccc(Br)cc1)OCc1cc([N+](=O)[O-])cc2c1OCOC2
→ 18%	8%	-13%
Cc1cc(Nc2ccc(N(C)C)cc2)n2ncnc2n1
→ 2%	·	0%
CCCOc1ccc(-c2c(C(=O)N/N=C/C3CC=CCC3)nnn2-c2nonc2N)cc1 (stereo not given)
→ -17%	3%	-5%
CCOC(=O)N1CCN(C(=O)c2cc(COc3cccc(C(F)(F)F)c3)on2)CC1
→ -16%	-4%	16µM*
O=C(CSc1nccc(=O)[nH]1)Nc1cccc(S(=O)(=O)N2CCOCC2)c1
→ -17%	-8%	-17%
COc1ccc(CNC(=O)C(C)N(Cc2ccco2)C(=O)c2snc(C(N)=O)c2N)cc1 (stereo not given)
→ 1%	4%	1%
Cc1oncc1C(=O)NC1CCCCC1
→ 0%	-3%	1%
CCCn1ncc(CN2CCC(CO)(Cc3ccc(OC)cc3)CC2)c1C
→ 1%	0%	?
O=C(CC1SC(=O)N(Cc2cccc3ccccc23)C1=O)Nc1nccs1 (stereo not given)
→ -19%	8%	?
COCCNC(=O)CN(C(=O)CCC(=O)Nc1ccccn1)c1ccc(C)cc1
→ -21%	·	16%
CCN1CCN(C(c2cccs2)C(C)NS(=O)(=O)c2ccc(C)cc2)CC1 (stereo not given)
→ -9%	-1%	?
O=C(Nc1ccccc1)C1C2CCC3C(CCC21)C3(Cl)Cl (stereo not given)
→ 14%	-7%	-8%
Fc1ccccc1COc1ccc(Br)cc1CNCC1CCCO1 (stereo not given)
→ -14%	0%	15µM*
CCn1c(=O)c2sccc2n2c(CCCC(=O)N3CCN(c4ccc(F)cc4)CC3)nnc12
→ ·	5%	18µM*
CC(=O)N1CCN(CC(O)Cn2c3ccccc3c3ccccc32)CC1 (stereo not given)
→ -5%	·	-1%
Cc1ccc(S(=O)(=O)Nc2ccc(Br)cc2C(NCC(=O)O)c2ccccc2)cc1 (stereo not given)
→ 0%	1%	6%
C[C@]12CCC(=O)C=C1CC[C@@H]1[C@@H]2[C@@H](O)C[C@]2(C=O)[C@@H](C(=O)CO)CC[C@@H]12
→ -26%	·	-8%
COc1cccc(C(=O)Nc2cc(=O)n(C)c(=O)n2C)c1
→ 10%	·	-2%
O=[N+]([O-])c1cccc(-c2nn(-c3ccccc3)cc2CO)c1
→ -3%	·	?
CCCCn1c(N)c(N(CCC(C)C)C(=O)C2CC(=O)N(Cc3ccc(C)cc3)C2)c(=O)[nH]c1=O (stereo not given)
→ 0%	-1%[0.505 µM]	2%
Cc1nnc(N2C(=O)C(=O)/C(=C(\O)c3ccc4c(c3)CC(C)O4)C2c2ccccc2)s1 (stereo not given)
→ 8%	6%	-2%

# Exported as tab-separated lines: 2 of the compounds above.
SMILES	N370S GC mod	TDP1 block	TDP1 cell noCPT
COCCNC(=O)CN(C(=O)CCC(=O)Nc1ccccn1)c1ccc(C)cc1	-21%	·	16%
CCN1CCN(C(c2cccs2)C(C)NS(=O)(=O)c2ccc(C)cc2)CC1 (stereo not given)	-9%	-1%	?

# Back to the main list, repeating the 6 entries before the break.
# The line under a structure holds: N370S GC mod	TDP1 block	TDP1 cell noCPT
Cc1ccc(S(=O)(=O)Nc2ccc(Br)cc2C(NCC(=O)O)c2ccccc2)cc1 (stereo not given)
→ 0%	1%	6%
C[C@]12CCC(=O)C=C1CC[C@@H]1[C@@H]2[C@@H](O)C[C@]2(C=O)[C@@H](C(=O)CO)CC[C@@H]12
→ -26%	·	-8%
COc1cccc(C(=O)Nc2cc(=O)n(C)c(=O)n2C)c1
→ 10%	·	-2%
O=[N+]([O-])c1cccc(-c2nn(-c3ccccc3)cc2CO)c1
→ -3%	·	?
CCCCn1c(N)c(N(CCC(C)C)C(=O)C2CC(=O)N(Cc3ccc(C)cc3)C2)c(=O)[nH]c1=O (stereo not given)
→ 0%	-1%[0.505 µM]	2%
Cc1nnc(N2C(=O)C(=O)/C(=C(\O)c3ccc4c(c3)CC(C)O4)C2c2ccccc2)s1 (stereo not given)
→ 8%	6%	-2%
COc1ccc(N2CCN(C(=O)CNS(=O)(=O)c3ccc(Br)s3)CC2)cc1
→ -12%	-1%&5%	?
O=C(Cc1ccc(Cl)cc1)Nc1ccc(CN2CCCCC2)cc1
→ -7%	3%	-24%
Cc1noc(C)c1C(=O)OCC(=O)Nc1cccc(S(=O)(=O)N(C)C)c1
→ 7%	-1%	-1%
CCOc1ccc(C(=O)Nc2ccc(N3CCN(C(C)=O)CC3)cc2)cc1[N+](=O)[O-]
→ 10%	0%	?
COc1ccc(OC)c(C(=O)CN2CCN(S(=O)(=O)c3ccc(Br)cc3)CC2)c1
→ ?	0%	-18%
Cc1c(OC(C)C(=O)NCCCn2ccnc2)ccc2c3c(c(=O)oc12)CCC3 (stereo not given)
→ ?	4%	5%
Cn1c2ccc(F)cc2c2ncn(CCN3CCOCC3)c(=O)c21
→ 2%	3%	-25%
O=C(Cn1cnc2cc([N+](=O)[O-])ccc2c1=O)Nc1ccccc1Cl
→ -25%	-3%	-14%
COc1ccc(NC(=O)CSc2nnc(NC(C)=O)s2)c([N+](=O)[O-])c1
→ 13%	-4%	8%
CN(Cc1c(C(=O)N/N=C/c2ccccc2F)nnn1-c1nonc1N)c1ccccc1
→ -1%	·	?
Cc1ccccc1OCCC(=O)N(Cc1ccccc1)c1c(N)n(Cc2ccccc2)c(=O)[nH]c1=O
→ -26%	2%	-10%
Cc1cc(C)nc(-n2nc(C)cc2NC(=O)CNC(C)c2ccccc2)n1 (stereo not given)
→ 7%	4%	21µM*
CC(C)Cn1[nH]c2c3c(ccc2c1=O)C(=O)c1ccccc1C3=O
→ 11%	8%	16µM*
COc1ccc(NC(=O)c2cc(S(=O)(=O)N3CCCCC3)c[nH]2)cc1Cl
→ 0%	-5%	3%&-19%
CCN(CC(=O)Nc1c(F)cccc1F)C(=O)Cn1c(=O)cnc2ccccc21
→ ·	1%	10%
CCC(CC)c1nnc(NC(=O)c2cccnc2SC)s1
→ 7%	3%	-3%
CC(=O)c1ccccc1NC(=O)c1cc(S(=O)(=O)N2CCOCC2)ccc1N1CCCC1
→ ·	2%	21µM*
Cc1cc(C(=O)OCCO)c(C#N)c(N)n1
→ -3%	1%	-3%
COc1cccc(NC(=O)c2ccc(S(=O)(=O)N3CCCCC3)cc2)c1
→ -3%	5%	?
O=C(NCc1ccccn1)c1ccccc1OCc1ccc(Cl)cc1Cl
→ ·	-9%	?

# Full records as entered above. Order of screens: N370S GC mod	TDP1 block	TDP1 cell noCPT
# `O=C(Cc1ccc(Cl)cc1)Nc1ccc(CN2CCCCC2)cc1` reads -7%	3%	-24%
# `COc1ccc(NC(=O)c2cc(S(=O)(=O)N3CCCCC3)c[nH]2)cc1Cl` reads 0%	-5%	3%&-19%
# `O=C(NCc1ccccn1)c1ccccc1OCc1ccc(Cl)cc1Cl` reads ·	-9%	?

# Next part
# The line under a structure holds: N370S GC mod	TDP1 block	TDP1 cell noCPT
CC(=O)NC1C(=O)N(CC(C)C)c2ccccc21 (stereo not given)
→ -1%	-1%	2%
Cc1cccc(Nc2nnc(SCC(=O)NC3CCCc4ccccc43)s2)c1C (stereo not given)
→ 12%	-5%	8.2µM*
CCC1CCCCN1C(=O)COc1ccc2c3c(c(=O)oc2c1)CCC3 (stereo not given)
→ ·	0%[56.1 µM]	?
COCCN1CCC(CNCc2cn(-c3cc(C)ccc3C)nc2-c2ccccc2)C1 (stereo not given)
→ 6%	-5%	6.5µM*
CC(Sc1nnc(C2CC2)n1C1CC1)C(=O)Nc1cccc(S(=O)(=O)N(C)C)c1 (stereo not given)
→ ·	0%	0%
CCn1c(=N)n(CCOc2ccc(Br)cc2)c2ccccc21
→ ·	2%	5.2µM*
COc1ccc(Nc2nc(N)nc(CSC(=S)N3CCN(c4ccccc4)CC3)n2)cc1
→ 3%	8%	18µM*
CC(=N/O)/C(=N\O)c1ccc(C)o1
→ 1%	2%	-3%
COc1ccc(Cl)cc1N(C(=O)c1ccco1)C(C(=O)NC1CCCC1)c1cccnc1 (stereo not given)
→ 0%	0%	-15%
CN(C)/C=C/C(=O)c1ccc(Br)cc1
→ 14%	-5%	-7%
